HEK293 tox: qHTS of GLP-1 Receptor Inverse Agonists: Cytotox Screen. HEK293 cAMP-luciferase reporter cells, luminescence, 24 h. Potency, µM (series often up to 38.3 µM), without a hit: top-dose activity change, negative = inhibition, most hits filed as inhibitors. 410,000 compounds, 0.13% hits. AID 624418, 2012;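 further: loss of luciferase light is scored as toxicity; potency means the concentration at half of the fitted maximal effect; on the % scale 0 is the no-effect control and ±100 the full control effect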
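Cells in DMEM/10% Nu serum/1% pen-strep, 1536-well format. Pre-incubated 12 h, dosed with 23 nL compound, incubated a further 24 h. Luciferase detection, 12 min at room temp, luminescence.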
SW480 rereplic: A quantitative high throughput screen for small molecules that induce DNA re-replication in SW480 colon adenocarcinoma cells. SW480 DNA re-replication, Hoechst DNA content imaging, 48 h. Potency, µM (titrated, usually from 46.1 µM), inactives show at the highest dose re-replication activation, usual class: activators. 340,000 compounds, 1.8% hits. AID 624297, 2012; further: potency means the concentration at half of the fitted maximal effect; % of control where 0% means no effect; nearly all actives have a fitted effect of over 55% in size
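Image-based DNA-content assay: after two days of treatment, nuclei were labelled with the DNA dye Hoechst and imaged, and hits were compounds raising the count of nuclei showing high fluorescence intensity.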
KB-V1 cytotox: qHTS assay for MDR1-selective chemotherapeutics: Primary screen using the drug-selected MDR subline cells KB-V1; KB-V1 MDR cells viability, CellTiter-Glo, 72 h; Potency, µM (doses to about 46.1 µM), without a hit: at the highest dose activity change, negative = cytotoxicity, most hits filed as cytotoxic; 400,000 compounds, 3.4% hits; AID 1347076, 2019; further: potency means the concentration at half of the fitted maximal effect; on the % scale 0 is the no-effect control and ±100 the full control effect; nearly all actives have a fitted effect of over 60% in size
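Potencies derive from concentration-effect curves fitted to normalized luminescence (CellTiter-Glo) of KB-V1 cells treated for 72 h at 37 degrees C in phenol-red-free DMEM containing 10% FBS.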
HT1080-NT tox: qHTS for induction of synthetic lethality in tumor cells producing 2HG: qHTS for the HT-1080-NT fibrosarcoma cell line; HT-1080-NT fibrosarcoma viability, CellTiter-Glo ATP luminescence, 48 h; AID 686970, 2013; Potency, µM (series often up to 46.1 µM), inactives show at the top dose activity, negative = less viability, usual class: cytotoxic; 360,000 compounds, 1.6% hits;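 further: NT is the 2HG producing partner of a matched IDH1 knockdown line; potency means the concentration at half of the fitted maximal effect; 0% = DMSO-treated cells and -100% = media-only wells without cells; nearly all actives have a fitted effect of over 55% in size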
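Fibrosarcoma NT cells, 750 per well in 5% FBS RPMI, were exposed to compound for 48 hours. Viability: CellTiter-Glo luminescence.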
IL-1B inflam inh: qHTS for Inhibitors of Inflammasome Signaling: IL-1-beta AlphaLISA Primary Screen. activity change, % at 57.5 µM. THP-1 LPS/ATP IL-1B secretion, AlphaLISA, 16 h; active compounds read low. 360,000 compounds, 4.7% hits; in the data active means activity change below about -50%; inconclusive means mostly about -30% to -49%; further: on the % scale 0 is the no-effect control and ±100 the full control effect
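Secreted IL-1B measured by AlphaLISA bead assay after 16 h compound exposure of THP-1 cells; compounds (final up to 57.5 uM) added 1 h before LPS (250 ng/mL) and ATP (1.25 mM) stimulation; lower signal means less secretion.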
D3 ag: qHTS of D3 Dopamine Receptor Agonist: qHTS. max activation, %. D(3) dopamine receptor (Homo sapiens), P35462. 410,000 compounds, 0.58% hits. AID 652048, 2013. D3R DiscoveRx beta-arrestin cells, luminescence, 90 min; in the data active means max activation above about 30%; further: 0% is about no effect; mostly tested at two doses, the higher about 12 µM
Target sequence (P35462 whole entry, looked up): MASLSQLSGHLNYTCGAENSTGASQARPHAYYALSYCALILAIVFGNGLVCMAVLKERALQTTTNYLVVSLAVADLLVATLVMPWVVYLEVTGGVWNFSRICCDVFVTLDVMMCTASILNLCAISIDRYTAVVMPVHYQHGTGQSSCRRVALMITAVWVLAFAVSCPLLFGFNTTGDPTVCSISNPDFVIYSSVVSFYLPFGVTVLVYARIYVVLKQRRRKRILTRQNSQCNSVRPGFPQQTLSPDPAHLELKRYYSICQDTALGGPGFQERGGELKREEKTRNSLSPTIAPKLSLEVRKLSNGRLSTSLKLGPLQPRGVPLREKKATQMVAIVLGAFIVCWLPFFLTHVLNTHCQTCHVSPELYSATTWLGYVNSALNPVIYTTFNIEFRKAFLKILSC
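Cells at 1500/well, incubated overnight, then treated with pinned compounds (dopamine as control) for 90 min at 37 degrees C. DiscoveRx reagent added for 30 - 60 minutes at room temperature; luminescence read.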
HT1080 IDH1KD tx: qHTS for induction of synthetic lethality in tumor cells producing 2HG: qHTS for the HT-1080-IDH1KD cell line. HT-1080 IDH1 knockdown viability, ATP luminescence, 48 h. Potency, µM (titrated, usually from 46.1 µM), for inactives: top-dose activity, negative = toxicity, actives largely listed as cytotoxic. 360,000 compounds, 2% hits. AID 686971, 2013;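 further: potency means the concentration at half of the fitted maximal effect; 0% = DMSO wells and -100% = cell-free medium wells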
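Using the IDH1-knockdown HT-1080 line run in the same batch and compound series as the NT line, viability after 48 h at 37 °C was determined by CellTiter-Glo luminescence and expressed as % activity.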
KB-3-1 tox: qHTS assay for MDR1-selective chemotherapeutics: Primary screen using the parental adenocarcinoma cell KB-3-1; KB-3-1 viability, CellTiter-Glo ATP luminescence, 72 h; Potency, µM (series often up to 46.1 µM), for the others: at the top dose activity change, negative = cytotoxic, actives largely listed as cytotoxic; 400,000 compounds, 1.4% hits; further: potency means the concentration at half of the fitted maximal effect; on the % scale 0 is the no-effect control and ±100 the full control effect; nearly all actives have a fitted effect of over 60% in size
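Luminescent ATP read-out (CellTiter-Glo) measures survival of drug-naive KB-3-1 cells after 72 h compound exposure at 37 °C. Titration series was screened from lowest to highest concentration, with DMSO vehicle plates as background controls.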
MCF10A rereplic: A quantitative high throughput screen for small molecules that induce DNA re-replication in MCF 10a normal breast cells; MCF 10A DNA re-replication, Hoechst nuclear intensity, 48 h; Potency, µM (titrated, usually from 46.1 µM), for inactives: top-dose activity, positive = re-replication, usual class: activators; 350,000 compounds, 2.9% hits; further: potency means the concentration at half of the fitted maximal effect; % of control where 0% means no effect; nearly all actives have a fitted effect of over 50% in size
* hit, by the source's call; ? = inconclusive; . = no result given; & = joins results of further samples; [ ] = remark or other dose. Unless noted, the call rests on the fitted dose curve; in most records, active means well fitted curve in the direction sought with a large enough effect; inconclusive means small, poorly fitted or top-dose-only effect, or another doubt; inactive means no such curve, though single readings can be large; an effect the other way counts as inactive or inconclusive. A portion of the library (hit frequency here may not be typical).

cpd	Structure	HEK293 tox	SW480 rereplic	KB-V1 cytotox	HT1080-NT tox	IL-1B inflam inh	D3 ag	HT1080 IDH1KD tx	KB-3-1 tox	MCF10A rereplic
1	CNC(=S)N1CCn2cccc2C1c1cccnc1 (centres undefined)	-1.4%[0.307 µM]	4.4%	1.4%	1.2%	-11.4	-12.6	0.7%	-10.0%	-0.6%
2	COC(=O)C[C@H]1CC[C@H]2NC[C@@H](O)COC[C@@H]2O1	2.9%	.	?	17.8%	0.0	-3.1	22.5%	?	.
3	COc1ccc(-c2nn(-c3ccccc3)cc2C(=O)N2c3ccc(C)cc3C3CN(C)CCC32)cc1 (centres undefined)	4.0%	2.4%	6.1%	.	?	9.2	23.1µM*	2.0%	?
4	C=CCCC1(C2=CCCCC2)C(=O)NC(=O)NC1=O	5.7%	-3.7%	-18.5%	9.4%	20.7	2.2	7.1%	12.4%	1.3%
5	COC(=O)C1=C(c2cccc(C#N)c2)C[C@@H]2CC[C@H]1N2C(=O)NC1Cc2ccccc2C1	4.3%	-0.1%	-5.6%	-2.8%	-1.4	-13.2	-3.0%	-6.6%	?
6	Cc1ccc2c(c1)CC1(CN2C)C(=O)NC(=O)N(CCC2=CCCCC2)C1=O (centres undefined)	28.8%	-3.9%	1.0%	-1.7%	8.4	3.7	-2.5%	-2.2%	29.2%
7	COc1cccc(-n2c(O)c(C=Nc3c(C)n(C)n(-c4ccccc4)c3=O)c(=O)[nH]c2=O)c1	3.8%	-20.3%	5.4%	12.1%	18.8	2.8	-1.4%	24.7%	-0.8%
8	COC(=O)C1=C(c2ccc(Cl)c(C(F)(F)F)c2)C[C@@H]2CC[C@H]1N2C	2.5%	-1.2%	9.2%	0.0%	-16.9	-59.7	0.0%	15.3%	12.9%
9	COC(=O)[C@H]1C[C@@H]1[C@H](NP(=O)(c1ccccc1)c1ccccc1)c1ccccc1	-14.2%	-4.1%	-8.1%	13.6%	27.6	0.6	0.2%	3.5%	-16.2%
10	COc1ccc(N2C(=O)NC(=O)/C(=C\c3cn(CC(=O)N4CCOCC4)c4ccccc34)C2=O)c(OC)c1	-16.8%	0.1%	-6.8%	7.5%	9.5	-2.5	4.0%	-9.3%	-0.1%
11	CN1CC(C(=O)c2ccccc2)C(c2ccccc2)C1 (centres undefined)	-1.4%	9.8%	-3.4%	8.6%	-12.9	-33.2	19.1%	15.9%	-10.2%
12	Cc1cc(NC(=O)CCCS(=O)(=O)c2nc(-c3cccs3)cc(C(F)(F)F)n2)no1	?	?	0.0%	5.8µM*	-69.5*	-10.6	5.8µM*	13µM*	4.11µM*
13	OC1(c2ccc(F)cc2)CCNC1 (centres undefined)	-2.0%	-1.9%	5.6%	-3.0%	-23.2	0.8	17.1%	-0.7%	-186.4%[0.0737 µM]
14	C[C@@H]1CN([C@H](C)CO)C(=O)CCCn2nncc2CO[C@H]1CN(C)C(=O)Oc1ccccc1	-1.6%	.	1.0%	13.0%	-0.6	-6.9	-7.0%	-16.2%	.
15	O=C1CN=C(c2ccccc2)c2cc(Cl)ccc2N1	-0.2%	-32.7%[inhibitor]	1.1%	-14.7%	-13.6	-9.2&3.3	-0.6%	0.0%	1.3%
16	O=c1cccc2n1CC1CC2CN(C(c2cccc(F)c2)c2sc3ncnn3c2O)C1 (centres undefined)	1.1%	-5.8%	?	4.5%	-1.6	4.6	8.6%	15.5%	3.6%
17	CC12CN3CC(C)(CN(C1)C3c1ccncc1)C2=O (centres undefined)	-5.7%	-11.4%	15.2%	10.3%	21.4	5.7	3.8%	0.9%	-1.7%
18	CCCNC(=O)N1[C@H]2CC[C@@H]1C(C(=O)OC)=C(c1ccc(OC(F)(F)F)cc1)C2	-9.0%	-10.0%	-3.3%	-6.3%	4.2	4.3	2.2%	5.2%	-26.8%
19	Cc1cc(C(=O)Nc2ccc(S(=O)(=O)N3CCCC3)cc2)cs1	-23.0%	?	?	?	-1.2	-26.2	?	-22.6%	-0.5%
20	CCCCc1nc2ccccc2c(=O)n1-c1cccc(OC)c1	0.0%	.	5.4%	.	.	-12.1	.	17.7%	.
21	CN1C(=O)NC(=O)/C(=C\c2ccc([N+](=O)[O-])o2)C1=O	?	-15.2%	3.0%	2.1%	0.8	-2.9	-16.9%	-0.1%	-27.3%
22	COc1ccc(C(=O)NC(=S)Nc2cccc(S(=O)(=O)N3CCOCC3)c2)cc1	?	?	5.17µM*	14.6µM*	-3.6	-3.0	13µM*	5.8µM*	16.4µM*
23	CC(C)OC(=O)c1ccc(NCc2cc(O)ccc2O)cc1Cl	?	?	-6.7%	20.6µM*	0.0	-12.4	23.1µM*	?	1.64µM*
24	CCOP(=O)(OCC)C(NC(=O)Cc1ccccc1)C(Cl)(Cl)Cl (centres undefined)	2.7%	-3.0%	-14.6%	13.2%	8.1	11.5	12.4%	-3.9%	-4.9%
25	CC(=O)Nc1ccc(S(=O)(=O)N2Cc3ccccc3-n3nncc3C2)cc1	-6.1%	.	?	-2.0%	15.8	1.4	-1.3%	?	.
26	CCCn1nc(NC(=O)c2cccs2)c2cc3cc(OC)ccc3nc21	217.0%[activator]	14.6µM*	?	0.3%	-17.9	2.6	-1.2%	0.8%	?
27	COc1ccc(CCC(=O)N2C[C@H]3C[C@@H](C2)c2cccc(=O)n2C3)cc1	0.8%	0.8%	0.0%	1.2%	11.1	-11.3	6.8%	0.0%	-7.0%
28	CCCCN1C(=O)NC(=O)C2(Cc3ccccc3N3CCOCC32)C1=O (centres undefined)	2.0%	4.6%	?	3.6%	8.2	-6.1	-2.8%	-0.1%	0.8%
29	C=Cc1ccc(Cn2c(C)c(CNCCc3cc(OC)ccc3OC)c(C(=O)O)c2C)cc1	-19.5%	.	19.5%	.	.	5.3	.	3.1%	.
30	C[C@@H]1CN([C@@H](C)CO)C(=O)CCCn2nncc2CO[C@H]1CN(C)C(=O)Oc1ccc2ccccc2c1	2.1%	.	?	-4.5%	16.9	-2.8	-0.2%	6.6%	.
31	Cc1cccc2sc(NNC(=O)c3cc(-c4cccs4)nc4ccccc34)nc12	?	?	?	?	137.0	46.1*	20.6µM*	?	18.4µM*
32	COc1ccc(NC(=O)c2ccc(-c3ccc(-c4noc(C)n4)cc3C)cc2)cc1N1CCN(C)CC1	?	?	?	8.2µM*	-12.3	-22.5	23.1µM*	?	?
33	CC(O)C1C=CC=CC(=O)OC2CC3OC4C5OC5(C)C(O)CC4(COC(=O)C(O)C(C)CCO1)C2(C)C31CO1 (centres undefined)	-54.6%	1.84µM*	?	?	-100.4*	6.3	.	0.206µM*	?
34	NC(=O)c1c(Br)n(C2OC(CO)C(O)C2O)c2ncnc(N)c12 (centres undefined)	?	?	9.2µM*	?	-75.7*	6.7	7.31µM*	4.11µM*	2.31µM*
35	COC1=C(OC)[C@]23CCc4ccc(OC)c(OC)c4[C@]2(CCN3C)CC1=O	7.6%	?	-0.6%	-4.4%	49.6	-20.1	0.6%	-12.4%	?
36	COc1ccccc1CCNCc1cc2c(cc1[N+](=O)[O-])OCO2	12.8%	14.7%	-16.2%	-9.8%	-13.1	0.8	-3.5%	4.4%	17.7%
37	O=c1ccc2cc(O[C@@H]3O[C@@H](CO)[C@H](O)[C@@H](O)[C@@H]3O)c(O)cc2o1	.	?	-0.9%	8.0%	46.9	2.1	0.3%	-0.3%	18.4µM*
38	COc1ccc(C(C)=O)cc1CC(C(=O)c1ccc(C)cc1)N(C)C (centres undefined)	-1.7%	-17.0%	-0.8%	-0.7%	-1.8	1.5	0.4%	24.5%	-4.1%
39	CC12CCC(O)CC1CCC1C2CCC2(C)C(C(=O)CC(O)C(F)(F)F)CCC12 (centres undefined)	-27.6%	?	23.1µM*	-4.3%	15.6	0.5	?	?	?
40	CN1CCC(OC(=O)c2ccccc2)CC1	-10.0%	-4.9%	-9.8%	6.2%	4.7	0.8	11.5%	1.2%	?
41	COC(=O)Cn1cc(C=C2C(=O)N(C)C(=O)N(C)C2=O)c2ccccc21	-19.5%	-6.0%	18.7%	7.7%	13.7	0.8	6.0%	2.6%	1.1%
42	COc1cccc(CNC2CN3CCC2CC3)c1OC (centres undefined)	14.5%	3.2%	-14.6%	-0.4%	5.3	0.0	13.2%	12.5%	-6.0%

One compound at a time, as listed above. Order of values: HEK293 tox | SW480 rereplic | KB-V1 cytotox | HT1080-NT tox | IL-1B inflam inh | D3 ag | HT1080 IDH1KD tx | KB-3-1 tox | MCF10A rereplic
Entry for COc1cccc(CNC2CN3CCC2CC3)c1OC (centres undefined) = 14.5% | 3.2% | -14.6% | -0.4% | 5.3 | 0.0 | 13.2% | 12.5% | -6.0%
Entry for COc1ccc(NC(=O)c2ccc(-c3ccc(-c4noc(C)n4)cc3C)cc2)cc1N1CCN(C)CC1 = ? | ? | ? | 8.2µM* | -12.3 | -22.5 | 23.1µM* | ? | ?
